Source: PubChem BioAssay (several laboratories)
Peg3 promoter = Peg3 promoter activity inhibition; inhibition, % at 20 µM; 1.7% of 360,000 active; HeLa PEG-Prom luciferase reporter, luminescence, overnight;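 active = inhibition of at least 50% at 20 µM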
HIF-2a inh = blocks HIF-2a reporter activity. 786-0 RCC cells HIF-2a reporter, luciferase luminescence, overnight. inhibition, % at 18.8 µM. 0.72% of 360,000 active;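 active = inhibition of the luminescence signal of 40% or more relative to plate controls, in a single-dose primary screen at 18.75 µM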
TRAIL sens C8 = sensitizes caspase-8 expressing cells to TRAIL. 1% of 360,000 active. inhibition (viability loss, TRAIL sensitization), % at 10 µM. NB7+C8 cells + TRAIL, ATPlite viability luminescence;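 active = compounds causing at least 50% loss of cell viability in the single-dose screen, relative to plate controls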
iPSC survival up = increases survival of single human iPS cells | survival enhancement, % at 20 µM | hiPSC single-cell survival, ATPlite luminescence; 100% = ROCK inhibitor wells, 0% = DMSO | 0.044% of 360,000 active; in the data active = survival enhancement above about 18%;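 note: cells exposed to compounds for 16 hours before the ATP read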
KKLEB tox = CF airway cell cytotoxicity counter-screen | KKLEB CF airway cells viability, ATPlite luminescence, overnight; active compounds read low; cells stimulated with P. aeruginosa culture filtrate | activity change (cytotoxicity), % at 5 µM | 0.36% of 360,000 active | AID 602141;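 active = corrected activity change at or below -50% at 5 µM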
Shn3 3UTR inh = inhibitors of Schnurri-3 3'UTR reporter in osteoblasts | Clone20 osteoblast Shn3 3'UTR firefly luciferase, 24 h | inhibition, % at 12.5 µM | 0.52% of 360,000 active | AID 588674;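 active = mean inhibition of at least 75% with every replicate also reaching 75%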;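 note: 0% = median of neutral control wells and 100% = pilot-screen positive control compound; some compounds past the cut are filed as inactive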
NR2E3 ag-1 = NR2E3 (human) agonism | AID 2300 | inhibition of corepressor binding, % at 4.78 µM | GST-NR2E3/biotin-RetCOR TR-FRET, 1536-well | 0.12% of 320,000 active;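 active = percent inhibition above the cutoff of mean plus 3 SD of all tested compounds, set per screening campaign, cut at about 20% in these data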;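 note: 0% = DMSO wells and 100% = biotin wells as full block of FRET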
Target sequence (Q9Y5X4 whole entry, looked up): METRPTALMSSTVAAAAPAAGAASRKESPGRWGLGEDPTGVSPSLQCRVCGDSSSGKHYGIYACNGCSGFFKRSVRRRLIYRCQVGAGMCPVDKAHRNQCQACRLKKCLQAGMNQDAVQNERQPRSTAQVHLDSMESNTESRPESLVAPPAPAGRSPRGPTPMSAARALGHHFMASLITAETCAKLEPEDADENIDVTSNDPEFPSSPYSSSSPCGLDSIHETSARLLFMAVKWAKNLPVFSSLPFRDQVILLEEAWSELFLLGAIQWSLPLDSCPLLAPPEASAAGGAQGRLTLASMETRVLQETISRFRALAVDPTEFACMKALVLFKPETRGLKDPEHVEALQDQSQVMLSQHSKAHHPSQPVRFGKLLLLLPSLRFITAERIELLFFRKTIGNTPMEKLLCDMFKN
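Format: 1536-well format; test system: GST-NR2E3 and biotin-RetCOR proteins; read-out basis: percent inhibition of TR-FRET ratio; timing: 5 h incubation at 4 °C; detection: time-resolved FRET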
MITF TRPM1 inh = inhibitors of MITF-driven TRPM1 promoter in melanoma cells | AID 488899 | 0.83% of 330,000 active | inhibition, % at 12.5 µM | SK-MEL-5 TRPM1 promoter luciferase, 24 h;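 active = mean inhibition across replicates of 60% or more, whatever share of single replicates reaches that level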; note: values of inactives mirror those of a sister screen read the other way
EBV LMP1 NFkB = reduces LMP1-driven NF-kappaB luciferase signal | LMP1-induced NF-kappaB luciferase reporter cells, luminescence | inhibition, % at 12.5 µM | 0.69% of 350,000 active | AID 504558; in the data active = inhibition above about 41%;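 note: 0% = neutral control wells and 100% = reference inhibitor control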
NR2E3 ag-2 = human photoreceptor-specific nuclear receptor agonism; Q9Y5X4; CHO-S Gal4-NCOR/VP16-NR2E3 two-hybrid, luciferase; inhibition of corepressor binding, % at 3.98 µM; 0.35% of 360,000 active; AID 602229;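 active = inhibition above the mean of all tested compounds plus 3 SD, cut at about 70% in these data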;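 note: 0% = DMSO with NR2E3 transfected cells and 100% = cells lacking NR2E3 construct; higher means lower luciferase signal from less NR2E3 corepressor binding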
CF NFkB inh = cystic fibrosis NF-kB activation inhibition; KKLEB NF-kB-GFP reporter, PAF-induced, GFP fluorescence overnight; inhibition, % at 5 µM; 0.86% of 360,000 active; AID 588850;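 active = at least 50% inhibition at 5 µM, scaled per plate between neutral and stimulator controls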;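 note: PAF is a Pseudomonas aeruginosa culture filtrate used as stimulus; plate controls were PAF-stimulated DMSO wells for no effect and unstimulated DMSO wells for full effect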
Starred values were filed as active, the others as inactive; x = no result given. Not all compounds are listed. The share of hits here may be higher or lower than overall.

SMILES	Peg3 promoter	HIF-2a inh	TRAIL sens C8	iPSC survival up	KKLEB tox	Shn3 3UTR inh	NR2E3 ag-1	MITF TRPM1 inh	EBV LMP1 NFkB	NR2E3 ag-2	CF NFkB inh
CCOC(=O)N1CCC(NC(=O)c2cc3c(=O)[nH]c4ccccc4c3n2C)CC1	-7	16	-5	-2.9	8	22	-2	4	-8	-3	-2
O=C(O)CC1(c2ccc(F)cc2)C2CC3CC(C2)CC1C3 (centres undefined)	6	14	-22	-0.6	5	-2	3	-4	1	-33	-16
C/C=C/C1=CC(=O)C[C@H](c2ccc(OC)c(OC)c2)C1	-2	8	-1	-1.5	-34	0	5	18	5	-40	16
C=CCN1C(=O)C2(OCCCO2)c2ccccc21	7	18	0	0.5	5	0	3	9	3	-24	-4
COc1ccc(C(C)=O)cc1COc1cccnc1[N+](=O)[O-]	-9	-13	24	-0.6	-7	-2	4	8	4	-43	11
CC(C)(C)c1ccc(Cn2c(=O)cnc3ccccc32)cc1	86*	62*	35	-0.6	-11	81	0	49	63*	-7	25
O=C(CCCN1C(=O)C(c2ccccc2)Oc2cccnc21)Nc1cccc(F)c1 (centres undefined)	20	4	3	-0.6	-16	7	2	3	-4	2	25
O=C(Nc1cccc(C(=O)N2CCCC2)c1)c1ccccc1Cl	-2	4	0	-0.8	-6	20	-2	11	7	-3	5
CC(=O)OC1COC(n2ccc3cc([N+](=O)[O-])ccc32)C(OC(C)=O)C1OC(C)=O (centres undefined)	-8	2	2	-3.1	-7	-2	-2	-6	-5	-4	-3
COc1ccccc1/C=N/NC(=O)CSc1ccc2ccccc2n1	-71	-106	16	0.0	-5	-2	0	6	-17	-23	7

A different layout for 7 compounds above:
SMILES | Peg3 promoter | HIF-2a inh | TRAIL sens C8 | iPSC survival up | KKLEB tox | Shn3 3UTR inh | NR2E3 ag-1 | MITF TRPM1 inh | EBV LMP1 NFkB | NR2E3 ag-2 | CF NFkB inh
C=CCN1C(=O)C2(OCCCO2)c2ccccc21 | 7 | 18 | 0 | 0.5 | 5 | 0 | 3 | 9 | 3 | -24 | -4
COc1ccc(C(C)=O)cc1COc1cccnc1[N+](=O)[O-] | -9 | -13 | 24 | -0.6 | -7 | -2 | 4 | 8 | 4 | -43 | 11
CC(C)(C)c1ccc(Cn2c(=O)cnc3ccccc32)cc1 | 86* | 62* | 35 | -0.6 | -11 | 81 | 0 | 49 | 63* | -7 | 25
O=C(CCCN1C(=O)C(c2ccccc2)Oc2cccnc21)Nc1cccc(F)c1 (centres undefined) | 20 | 4 | 3 | -0.6 | -16 | 7 | 2 | 3 | -4 | 2 | 25
O=C(Nc1cccc(C(=O)N2CCCC2)c1)c1ccccc1Cl | -2 | 4 | 0 | -0.8 | -6 | 20 | -2 | 11 | 7 | -3 | 5
CC(=O)OC1COC(n2ccc3cc([N+](=O)[O-])ccc32)C(OC(C)=O)C1OC(C)=O (centres undefined) | -8 | 2 | 2 | -3.1 | -7 | -2 | -2 | -6 | -5 | -4 | -3
COc1ccccc1/C=N/NC(=O)CSc1ccc2ccccc2n1 | -71 | -106 | 16 | 0.0 | -5 | -2 | 0 | 6 | -17 | -23 | 7

Later entries
SMILES	Peg3 promoter	HIF-2a inh	TRAIL sens C8	iPSC survival up	KKLEB tox	Shn3 3UTR inh	NR2E3 ag-1	MITF TRPM1 inh	EBV LMP1 NFkB	NR2E3 ag-2	CF NFkB inh
O=C(COc1ccc2c3c(c(=O)oc2c1)CCCC3)NCCCN1CCOCC1	10	-5	0	0.1	12	-22	4	-5	-5	-2	-3
CCn1c(C)cc(C(=O)COC(=O)CNC(=O)c2ccco2)c1C	-1	2	-2	0.0	14	-12	x	x	5	15	-16
CCC(C)N(C)C1CCN(C(=S)Nc2cccc(OC)c2)CC1 (centres undefined)	-4	9	-13	0.0	-4	-8	4	2	1	-14	2
COCc1cc(N2CCN(c3ccccc3F)CC2)nc(-c2ccccc2)n1	16	-16	-4	1.8	1	-1	8	0	3	-43	-20
CC1(C2CC2)NC(=O)N(CC(=O)Nc2ccccc2C#N)C1=O (centres undefined)	9	19	-9	-0.3	3	10	x	6	-1	0	11
O=C(NNC(=O)c1cc(-c2ccccc2)nn1-c1ccccc1)c1ccccc1	-53	-34	-4	-0.1	-13	3	-1	6	-6	-30	-25
CSc1nc2nc3c(cn2n1)C(=O)CC(c1ccccc1)C3 (centres undefined)	18	0	3	-1.7	1	-10	1	5	11	-11	-4
O=C(CC1CCCC1)Nc1cc(S(=O)(=O)N2CCOCC2)ccc1O	18	12	-5	0.0	9	-26	1	3	-4	-12	-20
Cc1cn2c(nc1=O)OC1C(O)C(COC(=O)c3ccccc3)OC12 (centres undefined)	-4	12	-10	2.0	3	-3	4	-15	2	-5	-13
Cc1nc([N+](=O)[O-])c(Sc2nc3ccc([N+](=O)[O-])cc3[nH]2)n1Cc1ccccc1	0	19	9	-0.9	-50	47	0	-6	2	-17	70*

Single values from above.
CSc1nc2nc3c(cn2n1)C(=O)CC(c1ccccc1)C3 (centres undefined) – iPSC survival up: -1.7
COCc1cc(N2CCN(c3ccccc3F)CC2)nc(-c2ccccc2)n1 – Shn3 3UTR inh: -1

(further entries)
SMILES	Peg3 promoter	HIF-2a inh	TRAIL sens C8	iPSC survival up	KKLEB tox	Shn3 3UTR inh	NR2E3 ag-1	MITF TRPM1 inh	EBV LMP1 NFkB	NR2E3 ag-2	CF NFkB inh
COc1ccc(/C=C(/NC(=O)c2ccccc2)C(=O)N2CCCC2)cc1OC	10	10	-12	0.2	-6	8	1	1	-4	-13	6
CC1(N=Cc2cc(Cl)ccc2O)COP(=O)(NC2CCCC2)OC1 (centres undefined)	10	15	1	2.5	-15	7	x	-4	1	14	0
COC(=O)c1ccc(CSc2nc3c(c(=O)n2-c2ccc(F)cc2)SCC3)o1	4	28	16	0.4	4	17	-1	4	4	-8	5
CC1c2cc3c(cc2CCN1C(=O)c1ccc(C(F)(F)F)cc1)OCCCO3 (centres undefined)	17	2	13	-0.2	-8	37	-2	12	3	59	11
NS(=O)(=O)c1ccc(CCNC(=O)Cc2c[nH]c3ccccc23)cc1	-5	2	5	1.7	1	-3	-4	-10	-11	-8	4
Cc1cc(C)cc(NC(=O)C(OC(=O)c2ccc(O)cc2)c2ccccc2)c1 (centres undefined)	16	-8	0	-0.3	1	9	1	11	11	-8	8
COC(C(=O)N/N=C(\C)c1ccc(C)cc1)c1ccccc1 (centres undefined)	-39	-34	3	-0.5	9	-38	x	-26	-2	-2	-6
COCCCN1C(=O)N(c2ccccc2)C(=O)C1CC(=O)Nc1ccccc1 (centres undefined)	13	27	-10	-0.8	4	18	0	-3	5	1	4
Cc1cccc(/N=C/c2c(O)ccc3oc4c(c23)CCCC4)n1	10	14	-13	0.4	23	18	1	17	-8	-2	14
Cc1cc(Br)ccc1OCC(=O)NNC(=O)c1ccc(NC(=O)C2CC2)cc1	19	18	-18	0.8	-3	5	-3	2	-2	-4	-8
COc1ccc(/C=C/C(=O)Oc2cccc(/C=N/NC(=O)Cc3ccc(Br)cc3)c2)cc1	-248	-110	24	-0.7	-4	-13	1	-37	-5	-24	11
Cc1cccc(-n2cnc3cc([N+](=O)[O-])ccc32)c1	-32	-57	-4	0.6	1	-31	-4	-2	0	-54	5
COc1ccc2nc(N/C(N)=N/S(C)(=O)=O)nc(C)c2c1	-38	-83	13	-0.1	16	-7	-4	0	-4	-3	-20
O=C(COc1ccc2c(-c3ccccc3)cc(=O)oc2c1)N1C[C@H]2C[C@@H](C1)c1cccc(=O)n1C2	15	4	-5	-3.0	0	8	x	x	x	11	-9
COc1cccc(CNc2nc3nc(C)c(Cl)c(=O)n3[nH]2)c1	12	8	-9	-0.3	-6	7	4	-10	0	-10	-6
NC(=O)c1ccccc1NS(=O)(=O)c1cccs1	17	10	-7	4.3	4	-9	3	-1	2	-23	-3
COc1ccc(N(CC(=O)Nc2cccc(SC)c2)S(C)(=O)=O)cc1Cl	22	8	7	0.0	0	20	-2	-6	5	-20	6
C=CCn1c(CC(=O)OC)csc1=Nc1ccc(C(C)=O)cc1	-74	-160	1	1.1	2	-43	1	-49	-41	-29	1
CC1CCCCN1CCNC(=O)c1ccc2c(=O)n(Cc3ccc(Cl)cc3)c(=S)[nH]c2c1 (centres undefined)	102*	2	35	0.1	-12	-3	-1	11	-8	-1	-4
COc1cccc(/C=N/Nc2nnc(C)n2N)c1OCc1ccccc1Cl	-7	-4	2	2.4	-5	-8	0	-7	3	-13	-21
NCC(=O)NCC(=O)OCc1ccccc1	12	21	-6	0.3	1	-12	0	-6	-4	2	-19
CSc1nc(C)c2c(n1)N(c1cccc(C)c1)CC2	-50	-41	5	0.6	-20	8	2	-12	5	-20	12
COc1ccc(-n2c(C)cc(-c3cn4cccc(C)c4n3)c2C)cc1	-14	-7	-5	-1.1	-6	12	-3	7	4	-5	2
C#CCSc1nccc(-c2nn(-c3ccc(C)cc3)ccc2=O)n1	-80	15	8	4.7	-4	-4	0	5	-12	-12	-1
COC(=O)c1sc(S(=O)(=O)NC(Cc2ccccc2)C(=O)O)c(C(=O)OC)c1C (centres undefined)	6	15	-1	-0.9	13	-2	2	1	-3	-2	18
CCOC(=O)C1(C)CCN1C(=O)c1c(F)cccc1F (centres undefined)	10	9	5	-0.6	-6	-6	x	x	x	-25	0
CC(=O)Nc1ccc(-c2csc(NC(=O)CCNC(=O)c3ccco3)n2)cc1	-19	-2	-12	0.5	14	1	x	-6	6	-13	-24
Cc1ccc(NC(=O)Cn2nc(C(F)(F)F)c3c2CCC3)cc1	0	-4	18	-2.9	3	-3	-1	-9	-9	-6	6
COc1ccccc1CN(C)C(=O)C(NC(=O)Cc1cccc2ccccc12)C(C)C (centres undefined)	19	18	1	0.4	-15	20	-4	4	-2	2	7
COCCCN1C(=O)C(=O)/C(=C(/O)c2ccc(OC(C)C)cc2)C1c1cccnc1 (centres undefined)	4	4	-6	2.4	1	-33	18	-1	-1	-14	-4
CCCCNC(=O)C1CC(c2c(Cl)cccc2Cl)=NO1 (centres undefined)	16	-6	-4	-1.6	-2	-19	1	-8	4	2	5
C=CCOc1ccc(Cl)cc1C(=O)O	3	11	8	3.5	-4	7	1	6	4	3	-1
